# Compound activity from PubChem.
# PvdQ acylase: P. aeruginosa PvdQ acylase inhibition. inhibition, % at 10 µM. purified PvdQ acylase, fluorescence plate reader. AID 488965. hit rate 0.063% among 340,000; in the data active means inhibition above about 30%, passing the limit was not always enough;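 further: 0% = vehicle neutral wells and 100% = reference inhibitor wells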
# cardiac RTF act: increases calcium sensitivity of human cardiac regulated thin filaments. IANBD-labeled TnC RTF fluorescence at EC20 calcium; 0% EC20 calcium, 100% full calcium. activation, % at 7.2 µM. hit rate 0.24% among 340,000. AID 493008;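 active means activation above the mean over all tested compounds plus 3 SD, cut at about 30% in these data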;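 further: rise in fluorescence read as greater calcium sensitivity of cardiac thin filaments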
# LANA DNA inh: blocks KSHV LANA C-terminal domain binding to DNA. MBP-C-LANA/FAM-LBS DNA binding, fluorescence polarization. inhibition, % at 9 µM. hit rate 0.078% among 340,000. AID 504423;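 active means highest replicate inhibition at or above 60% at 9 µM, even if other replicates fall short; inactive means all replicates below 60% inhibition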;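 further: 0% = neutral control wells and 100% = 4 µM acridine orange control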
# NSD2 inh: inhibitors of human histone methyltransferase NSD2. inhibition, % at 12.5 µM. NSD2 peptide methylation, AlphaScreen, 120 min. hit rate 0.54% among 310,000. AID 743445. O96028; in the data active means inhibition above about 50%
# PfHsp90 set2: inhibits growth of yeast expressing Plasmodium falciparum Hsp90; S. cerevisiae expressing PfHsp90, BacTiter-Glo ATP, 48 h; yeast lacking PDR1 and PDR3 efflux regulators; inhibition, % at 9.4 µM; hit rate 0.32% among 310,000;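 active means every replicate shows inhibition above about 80%, whatever the replicate mean, limit read from the data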;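 further: 0% = DMSO neutral controls and 100% = 20 µM radicicol positive controls; yeast relying on Plasmodium falciparum Hsp90 in place of its own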
# SUMO Mot1 rescue: SUMOylation pathway inhibition by Mot1-301 growth rescue. S. cerevisiae Mot1-301 growth rescue, ATP luminescence, 38.5C; percent above DMSO median, 100 means doubled. hit rate 1% among 320,000. AID 2716. growth rescue, % at 18.8 µM;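 active means every valid replicate shows activation above 250% relative to neutral control wells; inactive means the rest, any valid replicate at or below 250%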;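 further: OY570 slx delta 5 strain wells were the positive control but not used for scaling; some compounds called inactive have numbers as strong as hits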
# RTF Ca sens inh: cardiac RTF calcium desensitization | P19429+P45379 | IANBD-labeled cardiac RTF, Ca2+ fluorescence | inhibition, % at 7.15 µM | hit rate 0.12% among 340,000;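 active means inhibition above the mean inhibition of all tested compounds plus 3 SD, cut at about 17% in these data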;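 further: assay run at fixed EC70 calcium of 1.6 mM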
# CDK5 p35 inh: blocks human CDK5/p35 kinase activity; Recombinant CDK5/p35, ADP-Glo luminescence, 60 min; inhibition, % at 10 µM; hit rate 0.01% among 330,000; AID 488839;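 active means highest replicate inhibition of at least 50% and at least 75% of replicates reaching 50%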;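 further: plate controls were DMSO neutral control for no effect and GW8510 at 10 µM for full effect; many of its hits are not listed in these tables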
# Target sequence (Q00535 whole entry, looked up): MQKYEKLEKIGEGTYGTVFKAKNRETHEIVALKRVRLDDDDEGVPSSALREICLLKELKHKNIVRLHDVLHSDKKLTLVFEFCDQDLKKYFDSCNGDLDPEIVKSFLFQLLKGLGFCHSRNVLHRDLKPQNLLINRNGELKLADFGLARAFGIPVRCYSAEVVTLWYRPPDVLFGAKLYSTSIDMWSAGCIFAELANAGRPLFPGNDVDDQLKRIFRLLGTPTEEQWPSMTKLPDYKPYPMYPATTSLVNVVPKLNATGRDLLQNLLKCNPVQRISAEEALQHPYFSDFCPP
# Target sequence (Q15078 whole entry, looked up): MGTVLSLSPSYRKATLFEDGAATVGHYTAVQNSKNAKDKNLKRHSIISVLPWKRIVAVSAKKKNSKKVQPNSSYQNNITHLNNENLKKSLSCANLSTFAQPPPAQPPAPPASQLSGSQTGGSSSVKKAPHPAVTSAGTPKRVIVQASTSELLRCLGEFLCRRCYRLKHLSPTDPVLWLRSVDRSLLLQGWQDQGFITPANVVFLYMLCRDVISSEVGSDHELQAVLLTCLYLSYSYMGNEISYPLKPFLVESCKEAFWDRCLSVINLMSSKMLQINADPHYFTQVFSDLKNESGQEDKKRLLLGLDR
# Keap1-Nrf2 PPI: disrupts human Keap1 binding to Nrf2 peptide; Q14145; Keap1 Kelch-Nrf2 peptide fluorescence polarization, 1536-well; inhibition, % at 9.4 µM; hit rate 0.15% among 340,000; in the data active means inhibition above about 12%;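 further: human Keap1 Kelch domain with fluorescein labeled Nrf2 9mer peptide probe; 0% = neutral control wells and 100% = peptide positive control; higher means more block of Keap1 binding to Nrf2 peptide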
# dFosB activator: mouse delta FosB homodimer activation; activation, % at 25 µM; hit rate 0.99% among 340,000; P13346; purified delta FosB, TAMRA-CDK5 oligo fluorescence polarization; percent of positive-control signal above neutral wells;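 active means mean activation above about 17%, with every replicate also reaching it, limit read from the data, passing the limit was not always enough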;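 further: fluorescence polarization rise as delta FosB binds a TAMRA Cdk5 AP-1 oligo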
# Target sequence (P13346 whole entry, looked up): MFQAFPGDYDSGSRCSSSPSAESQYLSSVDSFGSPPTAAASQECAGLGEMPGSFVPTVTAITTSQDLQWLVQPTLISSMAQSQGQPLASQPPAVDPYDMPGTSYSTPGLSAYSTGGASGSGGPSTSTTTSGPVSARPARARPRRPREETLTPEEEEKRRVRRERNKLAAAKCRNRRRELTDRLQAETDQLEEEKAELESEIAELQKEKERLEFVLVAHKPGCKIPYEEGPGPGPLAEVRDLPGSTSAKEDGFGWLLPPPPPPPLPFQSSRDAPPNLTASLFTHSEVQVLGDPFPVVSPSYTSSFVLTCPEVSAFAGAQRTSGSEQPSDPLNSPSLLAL
# Rtt109 HAT inh: blocks Candida albicans Rtt109/Vps75 acetyltransferase activity. Q5AAJ8. purified Rtt109/Vps75, ThioGlo CoA-SH fluorescence, 4 h. inhibition, % at 34.9 µM. hit rate 0.16% among 330,000;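 active means inhibition of at least 50% in every replicate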
# An asterisk follows results filed as active; . = no result given; & = joins results of further samples.
SMILES,PvdQ acylase,cardiac RTF act,LANA DNA inh,NSD2 inh,PfHsp90 set2,SUMO Mot1 rescue,RTF Ca sens inh,CDK5 p35 inh,Keap1-Nrf2 PPI,dFosB activator,Rtt109 HAT inh
Cc1ccc(S(=O)(=O)N2CCC(C(=O)OCC(=O)N(C)c3ccccc3)CC2)cc1C,-6,-3,0.7,-1,.,-14,-27,-0.7,5,-11,-1
Cc1ccc(S(=O)(=O)NCCCN2CCCC2)cc1,-15,2,-0.5,-4,-16,-4,-10,-0.7,-3,-1,-2
CC(/C=N/NC(=O)Cn1nnc(N)n1)=C\c1ccc(C(C)C)cc1,-13,.,-0.7,4,-1,2,.,1.2,-7,-20,9
COC(=O)/C=C1\S/C(=N/N=C/c2ccc(Cl)cc2)NC1=O,-3,-5,1.1,0,9,-5,2,-4.4,1,-2,-9
Cc1ccc(S(=O)(=O)Nn2c(C)nnc2-n2nc(C)cc2C)cc1,1,0,-1.5,-2,-5,376,4,0.3,3,-1,1
Fc1ccc(Cn2nnnc2CN2CCN(C3CCCC3)CC2)cc1,-17,7,0.4,2,1,-7,-3,0.5,-1,0,-4
Cc1cc(C)nc(NC(=O)/C=C/c2ccccc2Cl)c1,-8,2,-0.3,0,-46,2,-13,1.3,-6,-8,4
CCOC(=O)C(NC(=O)c1ccccc1)=C1CCCCC1,1,-5,1.7,2,1,47,-7,-1.0,-4,5,9
CCCc1cc(C(=O)Nc2sc(C)c(CC)c2C#N)no1,2,8,0.1,.,-24,94,2,5.0,1,-5,9
COC(=O)Cc1ccc(OC(=O)c2cccc(S(=O)(=O)N3CCN(C)CC3)c2)cc1,-13,1,-1.7,-1,40,18,-16,0.6,-6,-7,-4
CNC(=O)c1c(NC(=O)CS(=O)(=O)c2ccccc2)sc(C)c1C,-6,2,-0.3,-3,4,-1,-3,-1.6,1,0,1
Cc1ccc2[nH]c(=O)c(CN(C(=O)c3cccc([N+](=O)[O-])c3)C(C)C)cc2c1,-9,0,-2.0,-2,-16,33,-1,-1.1,-2,-13,0
CSCC[C@H](NC(=O)N1CCn2c1nc1ccccc12)C(=O)NC1CCCCC1,-14,3,0.4,2,-4,1,-7,.,0,-2,1
C/C(=C\C(=O)c1ccc(Br)cc1)Nc1ccc(Cl)cc1,-6,2,0.0,44,3,76,-13,-4.7,-7,-2,.
Cc1ccccc1NC(=O)C(C)c1ccc(-c2ccccc2)c(F)c1 (centres undefined),2,1,-0.4,0,-3,140,-11,1.8,1,1,-9
CCOC(=O)c1nn(C)c(C)c1Cl,5,4,1.7,-5,-20,-17,-14,1.0,1,-6,-7
O=C(Nc1ccccc1F)c1ccc(-n2cncn2)nc1,-2,-5,1.1,-3,1,72,4,-0.9,0,-3,-3
Cc1ccc(S(=O)(=O)N(CC(=O)NCCSc2ccccn2)c2ccc(C)c(C)c2)cc1,-8,-3,-1.4,9,7,-3,-5,0.0,-1,-9,2
CCOC(=O)c1c(C)n(C)c2ccc(O)c(CN(CC)CC)c12,-18,11,1.0,.,.,-2,-3,-2.6,3,-2,9
COC(=O)c1cc(OC)c(OC)cc1NC(=O)CSc1ccccc1,-8,0,-2.8,-2,-21,4,-13,1.0,3,1,-4
O=C(/C=C/c1ccccc1[N+](=O)[O-])N1CCCCC1,3,3,0.1,-5,-9,5,-37,-1.3,0,-3,3
Cc1cc2oc(C(=O)N(Cc3cccs3)C3CCS(=O)(=O)C3)cc(=O)c2cc1Cl (centres undefined),4,2,-2.2,-2,-1,13,-2,0.4,-2,-11,-11
CCOC(=O)c1sc(/S(C)=N\S(=O)(=O)c2cccc(Cl)c2)c2c1CCC=C2 (centres undefined),-5,-4,-0.9,7,18,-4,-2,0.9,-3,-7,1
COC(=O)[C@H](Cc1ccccc1)NC(=O)Nc1ccc(OC)cc1,-8,19,-0.2,-1,4,8,-4,1.9,-5,1,1
Cc1cccc(Nc2nc(N)c([N+](=O)[O-])c(N3CCOCC3)n2)c1,8,-5,1.5,4,-16,9,-6,6.5,-1,-10,26

# Next section
SMILES,PvdQ acylase,cardiac RTF act,LANA DNA inh,NSD2 inh,PfHsp90 set2,SUMO Mot1 rescue,RTF Ca sens inh,CDK5 p35 inh,Keap1-Nrf2 PPI,dFosB activator,Rtt109 HAT inh
Cc1cc2cc(CNC(=O)C3CC3)ccc2n1C,2,5,-0.4,6,-2,-13,-11,1.1,0,-4,23
CC(O)Cn1c(=O)c2c(nc(Br)n2Cc2ccccc2)n(C)c1=O (centres undefined),8,0,0.7,0,-9,-3,1,0.8,-3,3,-3
O=C1[C@@H]2[C@H](C(=O)N1Cc1cccnc1)[C@H]1C=C[C@@H]2C1,-13,-7,0.2,.,-13,40,-5,-0.4,7,-1,-23
CC(C)(OC(=O)c1cccs1)c1cc2ccccc2c(=O)o1,-11,-2,-0.1,.,-2,-24,-18,-1.9,-2,-5,2
CN1C(=O)[C@H](Cc2ccc([N+](=O)[O-])cc2)NC1=S,-9,1,0.4,-1,-10,4,1,1.4,-4,-5,5
COc1cc(S(=O)(=O)NCCN2CCOCC2)ccc1-n1cnnn1,2,-2,-0.2,-8,13,-1,-6,0.9,-2,-4,-1
CC1=C(C(=O)Nc2ccccn2)C(c2ccc(Cl)cc2)NC(=S)N1 (centres undefined),0,7,-0.5,-1,-16,-8,-6,1.2,-5,0,2
O=C(COC(=O)c1ccc(S(=O)(=O)N2CCOCC2)cc1)NCc1cccs1,-8,2,-1.0,-2,15,-9,2,-9.2,4,0,3
Cn1c(=O)[nH]c(=O)c2c1nc(Br)n2CCSc1ncccn1,11,-6,-0.3,1,24,-5,3,-0.7,1,1,4
CCOC(=O)N1CCN(S(=O)(=O)c2ccc(OCC)cc2)CC1,-8,5,1.8,-2,-5,11,-6,-1.2,-3,-2,3
Cc1ccc(NS(=O)(=O)c2cccc(C(=O)Nc3cccnc3)c2)c(C)c1,1,0,-0.8,6,4,-16,2,2.1,6,-7,-1
NC(=S)N=Nc1c(O)n(C2OC(=O)c3ccccc32)c2ccccc12 (centres undefined),-4,1,-0.7,8,-5,-2,3,1.7,0,26*,1
COCCN(C)C(=O)CC1C(=O)NCCN1CC(c1ccccc1)c1ccccc1 (centres undefined),-16,-4,0.9,1,1,-7,-9,-0.6,-2,-1,1
COc1ccc(N(C(=O)Nc2ccc(Cl)cc2)C2=NCCC2)cc1,-11,1,1.5,1,-8,6,-7,0.6,-2,-8,.
COCC(=O)N1CCCC(C(=O)c2ccc(-c3ccccc3)c(F)c2)C1 (centres undefined),-3,4,0.1,-2,-74,23,3,-1.2,-3,-10,-3
S=c1nc(-c2ccccc2)[nH]n1-c1ccccc1,-9,1,1.8,3,-189,-9,-6,0.9,6,-4,2
O=C(COC(=O)C1c2ccccc2Oc2ccccc21)NC1CCS(=O)(=O)C1 (centres undefined),-19,0,-0.7,-2,52,19,7,-1.1,-6,2,0
Cc1ccc2c(c1)[C@H]1[C@H](CO2)[C@H](c2ccccc2)[C@]2(C)C(=O)Nc3cc(Cl)ccc3C(=O)N12,-9,11,-0.1,.,-32,72,-4,1.4,2,10,2
O=C(C1=C[C@H](C2CCCCC2)C[C@H](OCCCCO)O1)N1CCOCC1,1,-3,1.8,.,-8,12,-20,0.8,3,-2,19
O=C(c1ccc(-n2cnnn2)cc1)N1CCN(C(c2ccccc2)c2ccccc2)CC1,-14,0,0.4,-2,-2,.,-11,-0.5,-1,-1,12
CC(=O)Nc1nc(SCC(=O)NCC2CCCO2)[nH]c(=O)c1NC(=O)c1cccs1 (centres undefined),15,-3,7.3,-2,-6,-3,-4,-3.7,9,-2,4
CCOC(=O)C1CCN(Cc2ccc(F)c(Br)c2)CC1,28,-3,-0.3,-1,.,20,-3,0.1,-4,5,-4
COc1ccc(C(=O)N(Cc2cccs2)C2CCS(=O)(=O)C2)cc1 (centres undefined),4,1,0.9,100*,-1,-12,-3,0.3,1,0,-5
Cc1cc(C)n2nc(S(=O)(=O)N(C)c3ccccc3)nc2n1,8,2,0.0,.,14,2,-9,0.4,0,-6,0
CCOC(=O)c1cnc2ccc(F)cc2c1Nc1ccc2c(c1)OCCO2,10,-5,-0.9,0,9,37,3,-0.1,10,-9,10

# New compounds follow
SMILES,PvdQ acylase,cardiac RTF act,LANA DNA inh,NSD2 inh,PfHsp90 set2,SUMO Mot1 rescue,RTF Ca sens inh,CDK5 p35 inh,Keap1-Nrf2 PPI,dFosB activator,Rtt109 HAT inh
COc1ccc(CNC(=O)c2cc(-c3ccccc3O)n[nH]2)cc1,-6,14,-0.4,.,.,-11,-3,0.0,3,6,-1
COc1ccccc1N1CCN(C(=O)c2cc3c(C)nc4ccccc4c3o2)CC1,-5,5,-1.5,4,-9,-7,-6,0.0,-2,-7,14
S=C(NNC(=S)NC1CC2C=CC1C2)NC1CC2C=CC1C2 (centres undefined),-4,.,0.8,3,10,-4,.,2.1,-1,-3,2
Cc1cc(=O)oc2cc(OCC(O)CN3CCc4ccccc4C3)ccc12 (centres undefined),23,-3,0.8,5,0,4,3,5.7,-8,4,0
CCOC(=O)c1cc(S(=O)(=O)Nc2cccc(OC)c2)cn1C,-11,1,-0.4,21,-12,0,-1,-0.7,-2,-6,-1
Cn1c(=O)[nH]c(=O)c2c1nc(CN1CCN(c3cccc(Cl)c3)CC1)n2Cc1ccccc1Cl,-8,0,-0.1,.,-9,-29,-6,0.2,-2,-2,-6
O=C(COc1cccc2cccnc12)NNC(=O)Nc1ccccc1,-9,2,-1.5,-1,2,-3,0,0.1,3,7,9
Cc1ccc(C(=O)NCC(=O)OCC(=O)Nc2cc(C)c(C)cc2[N+](=O)[O-])cc1,1,0,-1.9,5,-10,2,0,0.0,1,5,7
COc1ccc(-c2nc(SCC(=O)N3CCCC3)n[nH]2)cc1,-8,-2,0.8,.,33,230,-14,1.3,-7,-8,1
CN(C)CCCNCCCNC(=O)c1ccco1,-6&2,2&-3,-2.1&0.4,0&2,-32&23,-21,-4&0,-1.6&0.6,3&0,6&-1,-1&19
O=C(c1ccc(Cl)s1)N1CCN(c2nc3ccccc3s2)CC1,-6,-3,-0.9,.,27,149,-2,-0.7,1,-10,8
Cc1sc(NC(=O)Cc2ccc3c(c2)OCO3)nc1-c1ccc2c(c1)CCN2C(=O)c1ccccc1F,5,-14,0.8,-1,-7,4,2,0.1,-2,-8,-11
Cc1noc(N)c1C(=O)Nc1ccc(F)cc1,-7,-3,0.1,.,3,-4,-4,-1.6,-3,4,-3
CCCn1nc(C(=O)Nc2cc(C(=O)OC)ccc2C)c2ccccc2c1=O,9,-3,2.1,3,-19,-1,0,-1.5,-1,4,-11
COc1cc(CNc2ccc(N3CCCC3)cc2)cc(Cl)c1OC,11,-2,-1.1,12,2,-8,7,2.3,-2,-4,6
O=C(Nc1ccccc1N1CCCC1)c1cccc(S(=O)(=O)N2CCOCC2)c1,-10,-1,1.2,2,5,-5,-19,2.3,-5,-1,3
